PI4K2A block: blocks human PI4K2A kinase activity. Q9BTU6. purified PI4K2A, ADP-Glo luminescence, 1 h; hits give low values. activity change, negative = inhibition, % at 76.9 µM. 420,000 compounds, 0.13% hits. AID 1346378; in the data active = activity change below about -50%; inconclusive = mostly about -30% to -49%;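 note: -100% = wells without enzyme as full effect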
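PI4K2A activity was measured by ADP-Glo luminescence: enzyme (4 ug/mL stock) and phosphatidylinositol (1.2 mM stock) in Tris pH 7.5/MgCl2/EGTA/Triton X-100 buffer were reacted with ATP (300 microM stock) for one hour at ambient temperature.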
12-LOX inh: blocks human arachidonate 12S-lipoxygenase | P18054 | purified 12hLO, xylenol orange hydroperoxide absorbance | Potency, µM (titrated, usually from 108 µM), for inactives: top-dose activity change, negative = inhibition, hits mostly inhibitors | 580,000 compounds, 1.1% hits | AID 1671190; note: potency is the fitted concentration of half-maximal effect; % is set by controls: 0 for no effect and ±100 for the full control effect
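Purified human 12hLO at 150 nM in 25 mM Hepes, 0.01% Triton X-100, pH 7.0, preincubated 15 min at room temperature with compound. Reaction started with 40 uM arachidonic acid, 30 min at room temperature. Hydroperoxide measured by Fe-xylenol orange, 573/405 nm absorbance ratio.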
ERG Ets-DNA blk: inhibitors of human ERG Ets domain-DNA interaction. P11308. fluorescence polarization, His-ERG Ets domain / labelled DNA. Potency, µM (titrated, usually from 76.9 µM), inactives show top-dose FP activity, negative = inhibition, actives largely listed as inhibitors. 370,000 compounds, 0.028% hits; active = well fitted inhibition curve with a large enough effect in the polarisation, with a control signal flat; inconclusive = small, poorly fitted or top-dose-only effect, or effect the other way, or a change in a side signal; inactive = no such curve, though single readings can be large or run the other way; the % refers to the polarisation;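 note: polarization taken with two DNA probes labelled with fluorescein and Texas red; potency is the fitted concentration of half-maximal effect; % of control where 0% means no effect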
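His-tagged ERG Ets domain (1 uM in the protein solution; 300mM KCl, 50mM Tris-HCl, 1mM EDTA, 1mM DTT, pH 7.5) received compound, then a probe mix of 5 nM fluorescein-DNA and 100nM Texas-615-DNA. Fluorescence polarization was read for both dyes.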
G9a inh: blocks human histone lysine methyltransferase G9a | Q96KQ7 | Potency, µM (titrated, usually from 102 µM), without a hit: top-dose activity, negative = inhibition, most hits filed as inhibitors | 350,000 compounds, 8.8% hits | AID 504332 | G9a H3K9 monomethylation, AlphaScreen, 2 h; note: potency is the fitted concentration of half-maximal effect; % is set by controls: 0 for no effect and ±100 for the full control effect; nearly all actives have a fitted effect of over 75% in size
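Enzyme 20 nM + cpd, 15 min RT; add b-H3K9 pep 500 nM / SAM 20 uM; 2 h RT; anti-H3K9me1 Ab 0.5 ug/mL + SA donor / anti-rabbit acceptor beads 20 ug/mL each, 10 min; AlphaScreen read.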
RGS4 inhibitor: human RGS4 inhibition; P49798; Transcreener GDP fluorescence polarization, RGS4-accelerated GTP hydrolysis; Potency, µM (doses to about 114 µM), for inactives: top-dose activity change, negative = inhibition, hits mostly inhibitors; 390,000 compounds, 0.039% hits; AID 504845; note: potency is the fitted concentration of half-maximal effect; % is set by controls: 0 for no effect and ±100 for the full control effect; nearly all actives have a fitted effect of over 75% in size; some results filed as inactive show a strong effect at the top dose
Target sequence (P49798 whole entry, looked up): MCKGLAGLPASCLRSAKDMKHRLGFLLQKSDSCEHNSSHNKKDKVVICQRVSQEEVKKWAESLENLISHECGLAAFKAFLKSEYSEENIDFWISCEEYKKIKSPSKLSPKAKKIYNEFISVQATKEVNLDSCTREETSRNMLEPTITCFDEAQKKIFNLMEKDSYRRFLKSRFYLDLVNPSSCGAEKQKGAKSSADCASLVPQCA
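MLSMR compounds (23 nl, pin-transferred) preincubated 10 min at room temperature with a 500nM (2x) first reagent, then RGS4 at 900nM (2x) plus Transcreener GDP mix added; fluorescence polarization (620/688 nm) read before and after 90 min at 30 °C.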
GLS inhibitor: inhibitors of human glutaminase (GLS); GLS enzymatic activity, qHTS titration; Potency, µM (series often up to 45.5 µM), for inactives: at the top dose activity change, negative = inhibition, hits mostly inhibitors; 410,000 compounds, 0.21% hits; AID 624170; note: potency is the fitted concentration of half-maximal effect; % is set by controls: 0 for no effect and ±100 for the full control effect
Target sequence (O94925 whole entry, looked up): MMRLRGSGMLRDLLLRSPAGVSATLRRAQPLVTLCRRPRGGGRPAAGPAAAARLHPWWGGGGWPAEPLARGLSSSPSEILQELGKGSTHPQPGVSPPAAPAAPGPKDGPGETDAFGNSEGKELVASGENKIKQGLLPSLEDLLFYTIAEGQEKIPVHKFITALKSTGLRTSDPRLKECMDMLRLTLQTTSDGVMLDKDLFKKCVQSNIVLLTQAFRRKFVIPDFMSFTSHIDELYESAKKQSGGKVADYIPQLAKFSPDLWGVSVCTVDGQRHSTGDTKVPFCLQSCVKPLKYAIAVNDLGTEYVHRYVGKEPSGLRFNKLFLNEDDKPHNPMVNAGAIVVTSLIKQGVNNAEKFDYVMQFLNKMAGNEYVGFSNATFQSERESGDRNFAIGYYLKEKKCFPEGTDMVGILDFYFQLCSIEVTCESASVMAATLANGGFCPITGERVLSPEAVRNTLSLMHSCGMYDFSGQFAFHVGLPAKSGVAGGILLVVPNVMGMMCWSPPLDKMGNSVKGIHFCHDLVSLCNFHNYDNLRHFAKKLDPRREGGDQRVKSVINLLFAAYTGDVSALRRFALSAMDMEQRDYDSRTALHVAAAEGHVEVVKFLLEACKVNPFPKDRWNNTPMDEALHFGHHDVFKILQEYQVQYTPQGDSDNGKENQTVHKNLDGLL
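hKGA; 45 mM KH2PO4 pH 8.2 + 0.02% Tween-20; cpd via pin tool; 1 mM Gln soln; GluOx/HRP/Amplex Red; RT 30 min; fluor. t0 & final.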
HP1b binding inh: HP1-beta chromodomain-methylated histone interaction inhibition | P83916 | AlphaScreen HP1-beta / biotin-H3K9me3 peptide binding | Potency, µM (highest dose often 114 µM), without a hit: top-dose activity change, negative = inhibition, usual class: inhibitors | 390,000 compounds, 0.56% hits; note: potency is the fitted concentration of half-maximal effect; nearly all actives have a fitted effect of over 70% in size; inactives centre near 23
Target sequence (P83916 whole entry, looked up): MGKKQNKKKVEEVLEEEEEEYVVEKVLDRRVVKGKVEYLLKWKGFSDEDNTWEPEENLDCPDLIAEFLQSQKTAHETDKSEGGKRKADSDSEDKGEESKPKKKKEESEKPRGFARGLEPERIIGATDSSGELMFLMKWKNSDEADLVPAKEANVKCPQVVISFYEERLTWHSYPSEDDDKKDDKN
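AlphaScreen: HP1-beta (50 nM) preformed 30 min with biotin-H3(1-18)K9me3 peptide (50 nM) in PBS pH 7.4, 0.01% Tween-20. Compound added for 30 min at RT, then streptavidin donor/nickel chelate acceptor beads (10 ug/mL) for 30 min.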
BAZ2B inh: inhibitors of human BAZ2B bromodomain; Q9UIF8; AlphaScreen BAZ2B-H3K14Ac peptide displacement; Potency, µM (top dose mostly 114 µM), without a hit: at the top dose activity change, negative = inhibition, hits mostly inhibitors; 360,000 compounds, 4.4% hits; AID 504333; note: potency is the fitted concentration of half-maximal effect; % is set by controls: 0 for no effect and ±100 for the full control effect; nearly all actives have a fitted effect of over 60% in size
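AlphaScreen displacement of biotin-H3(5-23)K14Ac peptide (50 nM final) from BAZ2B (50 nM final) in PBS pH 7.4, 0.01% Tween-20; complex preformed 30 min RT, then compounds (top 110 uM) 30 min RT, beads 20 min dark.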
JMJD2A Tudor: inhibitors of human JMJD2A Tudor domain | O75164 | AlphaScreen JMJD2A-Tudor / H3K4me3 peptide binding | Potency, µM (doses to about 114 µM), for the others: top-dose activity change, negative = inhibition, actives largely listed as inhibitors | 390,000 compounds, 4.4% hits | AID 504339; note: potency is the fitted concentration of half-maximal effect; % is set by controls: 0 for no effect and ±100 for the full control effect; nearly all actives have a fitted effect of over 50% in size
The depositor's hits bear a star; ? = inconclusive; . = no result given; & = joins results of further samples; [ ] = remark or other dose. Unless noted, calls come from the whole dose curve; as a rule, active = well fitted curve in the direction sought with a large enough effect; inconclusive = small, poorly fitted or top-dose-only effect, or another doubt; inactive = no such curve, though single readings can be large; an effect the other way counts as inactive or inconclusive. These rows are one share of the data (hit frequency here may not be typical).

PI4K2A block	12-LOX inh	ERG Ets-DNA blk	G9a inh	RGS4 inhibitor	GLS inhibitor	HP1b binding inh	BAZ2B inh	JMJD2A Tudor	mol
-0.1	-31.3%	5.0%	5.6%[59 µM]	2.8%	0.7%	35.9%[activator]	11.2%	6.5%	CCOC(=O)CCN(c1ccccc1)S(=O)(=O)c1cc(-c2cc(C)no2)ccc1C
-3.2	23.9%	-1.0%	.	-16.7%	7.6%	59.0%[activator]	3.2%	-10.8%	CCCCCCc1ccc(N2C[C@H](CCCCC)[C@@H](CC(=O)NCc3ccc(OC)cc3)C2=O)cc1
-0.9	-11.5%	-13.5%	-1.1%	-12.4%[11.4 µM]	48.2%[activator]	-12.4%	-14.5%	-29.2%	O=Cc1ccccc1OCCOc1ccc([N+](=O)[O-])cc1
-7.4	5.9%	10.3%	-2.3%	-3.8%	9.9%	21.5%	-5.8%	-17.2%	COc1ccc(C(=O)N/N=C2\CCc3ccccc32)cc1OC
-1.0	-26.0%	0.2%	-29.9%[59 µM]	-2.8%	-2.0%	2.4%	-22.5%	-19.5%	CCN(C(=O)C1CCCN(c2ncnc3c2nc2n3CCCCC2)C1)c1cccc(C)c1 (stereo unspecified)
-5.5	?	-7.7%	.	-5.2%	-10.1%	44.2%[activator]	.	-7.6%	CC(C)[C@H](NC(=O)OCc1ccccc1)C(=O)OCC(=O)N1C(C)CCCC1C (stereo partly specified)
-4.9	?	-6.4%	29.1%[12.7 µM]	-15.2%[11.4 µM]	?	-9.5%	-7.7%	28.2µM*	CCOc1ccccc1N1CC(C(=O)N2CCc3ccccc3C2)CC1=O (stereo unspecified)
4.4	-0.7%	5.7%	?	-10.9%	14.3%	32.8%	-4.0%	-19.3%	N#CCCN(C(=O)CO/N=C/c1cccc([N+](=O)[O-])c1)c1ccccc1
-6.4	?	?	39.8µM*	-22.5%[11.4 µM]	?	?	?	6.2%[11.4 µM]	C=CCN1C(=O)/C(=C2/Sc3ccccc3N2CCCS(=O)(=O)O)SC1=S
4.4	5.3%	5.4%	31.6µM*	-13.9%	-1.0%	22.6%	-20.3%	-8.8%	O=C(Nc1nnc(-c2cccs2)s1)c1cccc(F)c1
-1.8&-1.5	?	-4.4%&0.4%	-1.3%[59 µM]	-4.5%[56.9 µM]	-8.1%&6.2%	27.5%&27.3%	-6.0%&-14.2%	-10.8%&-2.2%	CCOC(=O)CSc1ccc2nnc(CCNS(=O)(=O)c3ccccc3)n2n1
-1.5	-12.8%	5.0%	-4.9%	5.3%	7.2%	31.4%[activator]	3.3%	-16.3%	Cc1ccc(NC(=S)N2CCCC2)cc1
-1.5	-8.6%	1.2%	2.6%	24.3%	-9.6%	21.5%	2.4%	-10.1%	Cc1c(CN2CCC(CO)(CCOc3ccccc3)CC2)c(=O)n(-c2ccccc2)n1C
-0.6	-16.5%	2.9%	?	36.5%	1.9%	43.0%[activator]	-5.6%	-2.0%	O=c1c2sc3ccccc3c2n(Cc2cccc(F)c2)c(=O)n1Cc1ccccc1
0.8	-4.3%	-1.0%	.	8.5%	1.3%	31.5%	.	-4.8%	C=CCC12C=C(OC)C(=O)OC(OC)(C1O)[C@H](c1ccc3c(c1)OCO3)[C@H]2C (stereo partly specified)

PI4K2A block	12-LOX inh	ERG Ets-DNA blk	G9a inh	RGS4 inhibitor	GLS inhibitor	HP1b binding inh	BAZ2B inh	JMJD2A Tudor	mol
10.5	-6.8%	3.4%	1.0%	-41.1%	?	33.1%	0.3%	-12.8%	CN(CCO)c1nc(N)c(C#N)c(CC#N)c1C#N
-2.7	?	5.5%	?	-12.6%	4.3%	15.6%	1.6%	20µM*	COc1ccc(NC(=O)NCCN2CCc3ccccc3C2)cc1
-3.3	5.9%	-1.9%	-13.7%[59 µM]	-18.3%	-8.9%	20.1%	-1.8%	-11.5%	COC(=O)Nc1ccc(S(=O)(=O)N2CCCCCC2)cc1
1.2	0.0%	5.9%	3.1%[59 µM]	-14.6%	25.8%	26.0%[57 µM]	2.2%	50.1µM*	COc1cccc(-n2c(SCC(=O)Nc3nnc(C)s3)nc3c([nH]c4ccccc43)c2=O)c1
3.8	-29.0%	-4.8%	?	3.4%	4.7%	7.2%	-13.1%	-18.6%	COc1ccc(NC(=O)COC(=O)/C=C/C(=O)OCC(=O)Nc2ccc(OC)c(Cl)c2)cc1Cl
5.6	4.5%	-0.3%	6.7%[59 µM]	12.1%	6.0%	15.1%	6.5%	-1.1%	CC(C)COC(=O)Nc1ccccc1C(=O)N1CCOCC1
1.3	13.0%	-14.2%	16.2%[59 µM]	6.7%	-2.1%	35.7%	-20.7%	3.2%	CCOc1ccc(Cl)cc1S(=O)(=O)N1CCCC1
3.9	-4.6%	-1.8%	2.6%	-6.1%	-9.3%	22.3%	-5.6%	-20.7%	Cc1ccc2ccccc2c1NC(=O)c1ccco1
-4.4	15.3%	-5.2%	?	-6.7%	-0.4%	20.1%	-4.1%	-16.2%	O=C(Nc1ccc2c(c1)OCO2)c1cncc(Br)c1
-3.3	-20.7%	11.2%	15.2%[12.7 µM]	-2.4%	5.3%	31.8%	1.4%	-29.7%	COc1ccccc1C1CC(c2ccc(C)cc2)Nc2ncnn21 (stereo unspecified)
-1.9	7.9%	3.1%	-43.7%	-33.8%	7.9%	8.5%	?	-18.4%	O=C(CCn1cccc1)NC1CCCc2ccccc21 (stereo unspecified)
2.6	-3.6%	-10.0%	0.6%[12.7 µM]	31.4%[11.4 µM]	18.5%	47.8%[activator]	-11.6%	-8.1%[11.4 µM]	Cc1ccccc1NCN1C(=O)C2CCC(C)(C1=O)C2(C)C (stereo unspecified)
2.5	0.0%	-3.6%	.	23.7%	-0.9%	31.0%	4.9%	-10.9%	O=C(NCc1ccncc1)Nc1cccc([N+](=O)[O-])c1
-5.0	-4.8%	0.2%	35.5µM*	-7.7%	11.6%	33.8%	-24.2%	-7.4%	Cc1nnc(NC(=O)CSc2nc3[nH]ncc3c(=O)[nH]2)s1
-1.7	-12.7%	-3.2%	1.6%	-12.6%	-5.3%	70.6%[activator]	-27.0%	-18.3%	COc1ccc(S(=O)(=O)N2CCN(C(=O)c3cc(-c4ccc(C)cc4)n[nH]3)CC2)cc1

PI4K2A block	12-LOX inh	ERG Ets-DNA blk	G9a inh	RGS4 inhibitor	GLS inhibitor	HP1b binding inh	BAZ2B inh	JMJD2A Tudor	mol
-1.5	4.8%	2.4%	35.1%[59 µM]	9.9%	16.5%	51.6%[activator]	2.8%	2.1%	CCOC(=O)CNc1c(-c2ccc(Cl)cc2)nc2cnccn12
1.3	?	13.2%	.	31.0%	10.0%	5.6%	.	?	Oc1ccc(C[C@H]2CNC(=S)N2CC2CCCN2C[C@H](Cc2ccc(O)cc2)N2C[C@H](Cc3ccccc3)N(CC3CCCCCC3)C2=S)cc1 (stereo partly specified)
-1.1	-23.1%	2.9%	3.2%[12.7 µM]	-11.6%	-3.8%	14.7%	7.7%	-5.8%	O=C(COC(=O)c1ncc(Cl)c(Cl)c1Cl)NC1CCS(=O)(=O)C1 (stereo unspecified)
1.7	-21.2%	-9.5%	10.6%[59 µM]	16.3%[11.4 µM]	-7.6%	35.4%	8.2%	-17.3%[57.1 µM]	COC(=O)CSc1n[nH]c(-c2ccncc2)n1
-1.8	-22.2%	-2.8%	-3.7%[59 µM]	2.0%[11.4 µM]	1.2%	23.5%	4.2%	-9.4%[57.1 µM]	CCOC(=O)c1noc(C)c1C(=O)Nc1cccc(F)c1
6.2	-14.1%	.	8.7%	3.0%	8.6%	16.4%	-8.7%	-12.1%	O=C(CCc1ccccc1)N/N=C/c1cc(Br)ccc1O
-4.4	?	2.4%	-18.1%[59 µM]	4.7%	-4.7%	0.3%	-22.7%	-15.1%	CCN(CC)CCNC(=O)c1ccc2c(c1)sc1nc(-c3ccc(F)cc3)cn12
-1.3	8.8%	-3.2%	.	-32.3%	-7.5%	12.0%	0.6%	-13.9%	CCCCN1CN=C(Nc2nc3ccccc3o2)NC1
-14.1	.	-0.8%	?	?	-3.1%	10µM*	3.55µM*	7.94µM*	C=C(C)C(=O)Nc1cccc(C2=NOC3(C2)C[C@H](C(N)=O)N(C(=O)CC)C3)c1 (stereo partly specified)
-0.9	-18.8%	3.2%	-1.9%[59 µM]	7.3%	0.9%	29.6%	-16.1%	-0.7%	CC(Sc1nccn1C)C(=O)Nc1ccccc1C#N (stereo unspecified)
-12.3	-3.8%	?	19.9%[59 µM]	2.9%	25.6%	34.6%	44.7µM*	-24.9%	N/C(=N\N=C\c1ccc(O)c(O)c1)c1nonc1N
-0.5	-18.5%	5.5%	23.1%[59 µM]	0.7%	-0.2%	9.2%	-6.2%	-9.3%	COc1ccccc1CNC(=O)c1cnc(N(C)C)nc1

Source: PubChem BioAssay
